Source: PubChem
UDG counterscr: Primary qHTS assay for inhibitors of Activation Induced Cytidine Deaminase (AID): UDG Counterscreen signal; Uracil-DNA glycosylase; FRET deamination/UDG coupled assay, UDG read, 4 h; Potency, µM (highest dose often 115 µM), for the others: top-dose activity change, negative = inhibition, hits mostly inhibitors; actives 0.14% (n = 91,000); note: nearly all actives have a fitted effect of over 65% in size
AID inh: Primary qHTS assay for inhibitors of Activation Induced Cytidine Deaminase (AID): AID signal; AID deamination FRET fluorescence, UDG-coupled, 4 h; Potency, µM (top dose mostly 115 µM), without a hit: top-dose activity change, negative = inhibition, actives largely listed as inhibitors; actives 0.32% (n = 91,000); note: nearly all actives have a fitted effect of over 25% in size
Target sequence (Q9GZX7 whole entry, looked up): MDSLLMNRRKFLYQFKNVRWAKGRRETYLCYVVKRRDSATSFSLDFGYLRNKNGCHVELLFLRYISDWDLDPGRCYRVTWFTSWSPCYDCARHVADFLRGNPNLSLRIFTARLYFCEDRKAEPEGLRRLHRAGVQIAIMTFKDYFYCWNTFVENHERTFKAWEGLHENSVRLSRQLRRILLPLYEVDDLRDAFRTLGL
Numbers without * were called inactive; ? = inconclusive; [ ] = remark or other dose. Calls come from the whole dose curve; as a rule, active = well fitted curve in the direction sought with a large enough effect; inconclusive = small, poorly fitted or top-dose-only effect, or another doubt; inactive = no such curve, though single readings can be large; an effect the other way counts as inactive or inconclusive. % is set by controls: 0 for no effect and ±100 for the full control effect; potency is the fitted concentration of half-maximal effect. Only part of the results is shown, so the mix of outcomes need not match the whole.

Sequence of screens: UDG counterscr | AID inh
1	CCCOc1ccc(-c2nonc2NC(=O)c2oc3ccc(C)cc3c2C)cc1OCCC
→ -8% | ?
2	Cn1c(=O)c2c(ncn2CC(O)COc2cccc3ccccc23)n(C)c1=O (configuration not stated)
→ -1% | 0%
3	Cc1cc(C)c2c(-n3cccc3)c(C(=O)NCCc3ccccc3)sc2n1
→ 3% | 11%
4	Cc1cc(F)ccc1NC(=O)Cn1cc(S(=O)(=O)NC(C)C)c(S(=O)(=O)NC(C)C)c1
→ 1%[57.5 µM] | -3%[57.5 µM]
5	CN(C)C(=O)c1ccc(NCC(=O)N2N=C(c3cc4ccccc4o3)CC2c2ccco2)cc1 (configuration not stated)
→ 0% | 11%
6	COc1ccc(OC)c(NS(=O)(=O)c2ccc(N3CCCCS3(=O)=O)cc2)c1
→ 0% | 3%
7	CNC(=O)NC(=O)CN(Cc1ccc(C#N)cc1)Cc1cccc(F)c1
→ -2% | -5%
8	CCN(CC)c1ccc(/C=N/c2sc(C)c(C)c2C#N)cc1
→ 3% | 9%
9	CCCc1c(C)nc2ccc(C)cc2c1SCC(=O)O
→ -10% | -1%
10	CC(C)OCCCn1c(=O)c2ccccc2n2c(-c3ccc(F)c(F)c3)nnc12
→ -5% | 18%
11	Cc1ccc(NC(=O)CCc2c(C)nc3c(-c4ccc(F)cc4)c(C)nn3c2C)cc1F
→ 5% | 10%
12	COc1cccc(-c2nc(-c3ccc(F)cc3)cs2)c1
→ 8% | -8%
13	COc1ccccc1CNC(=O)c1cnc(N2CCCC2)nc1C
→ -13% | -7%
14	O=S(=O)(c1cccc(F)c1)N1CCC(c2nc3ccccc3s2)CC1
→ -2% | 0%
15	Fc1ccc(N/N=C/c2ccc(-c3ccccc3)cc2)c(F)c1
→ -3% | -10%
16	CCc1cc(=O)oc2cc(C)cc(OCc3nn[nH]n3)c12
→ 6% | -2%
17	Cc1ccc(C)c(NC(=O)CSc2cn(CC(=O)N3CCCC3)c3ccccc23)c1
→ -5% | 0%
18	Cc1ccc(C)c(N2CCN(S(=O)(=O)c3cc(C(=O)Nc4ccccc4C(F)(F)F)ccc3F)CC2)c1
→ -14% | -15%
19	CCOc1ccccc1C(=O)N1CCC(c2nc3ccccc3o2)CC1
→ -2%[57.5 µM] | -9%
20	Cc1[nH]nc2c1C1(C(=O)Nc3ccc(Cl)cc31)C(C#N)=C(N)O2 (configuration not stated)
→ -8% | -1%
21	COc1ccccc1-c1nnc(C2CCN(S(=O)(=O)c3ccc(F)c(C)c3)CC2)o1
→ ? | ?
22	Cc1ccc(Cl)cc1NC(=O)COC(=O)c1ccc(C)c(S(=O)(=O)N2CCCCC2)c1
→ 0% | 1%
23	CCOc1ccc(NC(=O)Cn2cc(S(=O)(=O)N3CCN(c4ccccc4F)CC3)c3ccccc3c2=O)cc1
→ -9% | 15%
24	CCCCc1c(C)c2ccc3oc(/C(=N/O)c4ccc(C)cc4)c(C)c3c2oc1=O
→ 4% | -8%
25	Clc1ccc(C=Nc2ccc(Nc3ccccc3)cc2)c(Cl)c1
→ -10% | -16%
26	COc1ccc(C(=O)/C=C/c2ccccc2OC(F)F)c(OC)c1
→ -10% | -21%
27	Fc1ccc(/C=C2\CCCC3=C2N=C2SC=C(c4ccc(F)cc4)N2C3c2ccc(F)cc2)cc1 (configuration not stated)
→ -3% | 17%
28	OC1CCN(c2nc(C(F)(F)F)nc3ccccc23)CC1
→ 4% | 1%
29	CCOC(=O)N1CCN(CC(=O)Nc2oc3ccc(Cl)cc3c(=O)c2-c2ccc(C)cc2)CC1
→ -9% | -17%
30	O=C(N[C@@H]1CSC[C@H]1O)c1ccccc1
→ -12% | -7%
31	CC1(C)CC(=O)c2cc(C(=O)Nc3ccc(Cl)cc3)c(=O)[nH]c2C1
→ 7% | 6%
32	Cc1ccc(NC(=O)CSc2n[nH]c(-c3ccccc3)n2)cc1C
→ 2% | -6%
33	CCNC(=S)Nc1cccc(C(F)(F)F)c1
→ -7% | -2%
34	CCN(Cc1ccccc1)c1nc2c(S(=O)(=O)c3ccccc3)nnn2c2ccc(Cl)cc12
→ 0% | -11%
35	COc1ccc(CCNC(=O)c2ccc3c(c2)N=C(C)c2cc(C)ccc2S3)cc1OC
→ -22% | ?
36	Cc1cccc(Cn2cc(C(=O)Nc3cc(F)ccc3F)ccc2=O)c1
→ -10% | -8%
37	O=C(Nc1ccc2nc(SCCOc3ccccc3)sc2c1)c1ccccc1F
→ 28% | 0%
38	c1ccc(CN2CCC(NC3CCCC3)CC2)cc1
→ -4% | -2%
39	CC1=C(C(=O)Nc2ccccc2)C(c2ccc(Br)cc2)n2nc(CCCO)nc2N1 (configuration not stated)
→ -10% | 23%
40	Cc1ccc(CCNC(=O)c2ccc3c(c2)N(Cc2ccccc2F)C(=O)c2ccccc2S3=O)cc1 (configuration not stated)
→ -11% | ?
41	N=C(N)c1cccs1
→ 5% | 1%
42	Cc1nnc(N2CCC(C(=O)NC(C)C)CC2)c2nn(-c3ccc(Cl)cc3)c(C)c12
→ 12% | 6%
43	Cc1oc(-c2nc(C#N)c(N3CCCCCC3)o2)cc1S(=O)(=O)N1CCCCC1
→ -3% | -12%
44	Cc1oc(-c2ccccc2)nc1CSCC(=O)Nc1ccc(F)c(F)c1
→ -10% | -13%
45	O=C(NCCN1CCN(c2ccccc2)CC1)Nc1ccccc1Br
→ 1% | -4%

Along the list, quoted from above:
Nos. 34 to 44 in UDG counterscr read 0%, -22%, -10%, 28%, -4%, -10%, -11%, 5%, 12%, -3%, -10%
Nos. 34 to 44 in AID inh read -11%, ?, -8%, 0%, -2%, 23%, ?, 1%, 6%, -12%, -13%

Further compounds:
Sequence of screens: UDG counterscr | AID inh
46	COc1ccc(OC)c(CNc2ncnc3onc(C)c23)c1
→ -1% | 2%
47	CCc1nc(NCc2ccccc2)c(C#N)c2c1CCCC2
→ -8% | -13%
48	CCOc1ccc(-c2nnc(SCC(=O)Nc3cccc(Cl)c3C)o2)cc1
→ -5% | 5%
49	CONC(=O)c1ccc(C#N)cc1
→ 7% | 1%
50	Cc1ccc(Sc2ccc(NC(=O)c3cc(C)ccc3C)cc2)c(C)c1
→ -6% | -6%
51	CCOc1ccc2c(c1)cc(C(=O)NCc1ccc(C)cc1)n2C
→ 1% | 0%
52	O=C(Nc1ccc(SCc2cccnc2)cc1)C1CC2CCC(C1)C21SCCS1 (configuration not stated)
→ 0% | 2%
53	COc1ccc(CNC(=S)NCC(C)N2CCCCC2C)cc1 (configuration not stated)
→ 2% | 0%
54	Cc1nc(CC#N)n[nH]1
→ 2% | -3%
55	O=C(Cn1c(=O)oc2cc(S(=O)(=O)NCc3ccccc3)ccc21)NCc1ccccc1Cl
→ -28% | 7%
56	CC(NC(=O)CSc1nc2cc(Cl)ccc2s1)C1CC2CCC1C2 (configuration not stated)
→ -5% | -8%
57	COc1ccc(OC)c(CNC(=O)c2cc(-c3ccc(Cl)s3)nc3ccccc23)c1
→ -10% | 0%
58	Cc1cc(C)cc(OCCC(=O)N(CC#N)C2CC2)c1
→ -6% | -8%
59	Cc1ccc(OCCCC(=O)Nc2sc3c(c2C(N)=O)CCC(C)C3)cc1 (configuration not stated)
→ 0% | 16%
60	COc1cccc(NC(=O)Cc2ccc(NC(=O)N3CCCCc4ccccc43)cc2)c1
→ 1% | -2%
61	CCOc1ccc(C(=O)COc2ccc(NC(C)=O)cc2)cc1
→ -6% | -5%
62	CCc1ccc(N2CCC(CN)C2)cc1 (configuration not stated)
→ -6% | 17%
63	COc1cc(/C=C2\NC(=O)NC2=O)c(Br)cc1OCC(=O)O
→ 2% | 1%
64	Cc1ccc(-c2nc(NCCN3CCOCC3)c3ccccc3n2)cc1
→ -2% | -1%
65	O=C(NC(C1CC1)C1CC1)c1cccc(Cl)c1
→ -5% | 4%
66	CN(c1ccc(Cl)cc1)S(=O)(=O)c1nnc(NC(=O)C2CCCCC2)s1
→ 12% | -1%
67	Cc1ccc(C)c(N2CCN(S(=O)(=O)c3ccc4c(c3)CCCN4C(=O)C3CCC3)CC2)c1
→ -18% | -28%
68	CCc1ccc(Cc2cnc(NC(=O)C3=Cc4ccccc4OC3)s2)cc1
→ -9% | -8%
69	COc1ccc(-c2nc3c(c(SCc4cc(C)ccc4C)n2)Cc2c(CO)cnc(C)c2O3)cc1
→ -9% | -24%
70	CCOc1cccc2sc(N(Cc3cccnc3)C(=O)C3CCCCC3)nc12
→ 30%[activator] | -22%
71	CCOc1ccccc1NC(=O)c1nc(-c2ccccc2)oc1C
→ 23% | 309%
72	Nc1nccnc1C(=O)NCc1ccc(Cn2cnc3ccccc32)cc1
→ -6% | -9%
73	CC(=O)NC(=S)NNC(=O)c1ccc(-c2ccccc2)cc1
→ 4% | -10%
74	Cc1ccc2nc(-c3ccc(N/C(N)=N/c4nc(C)cc(C)n4)cc3)sc2c1
→ 0% | ?
75	CC(=O)c1ccc(NC(=O)Cn2cc(S(=O)(=O)Cc3cccc(Cl)c3)c3ccccc32)cc1
→ -22% | 2%
76	Cn1nc(CC(=O)NCc2ccccc2CN2CCCCC2)c2ccccc2c1=O
→ 4% | 3%
77	S=C(Cc1nc(-c2ccccc2)cs1)N1CCOCC1
→ 3% | 5%
78	Cc1cc(C)c2nc(N(Cc3cccnc3)C(=O)c3ccc(S(=O)(=O)N(C)C)cc3)sc2c1
→ 27% | 5%
79	COC(=O)c1c(NC(=O)CCCOc2cccc(C)c2)sc2c1CCC(C)C2 (configuration not stated)
→ -13% | -22%
80	O=C(Nc1ccccc1Cl)N1CCC(CN2CCCCC2)CC1
→ 2% | -2%
81	Cc1ccc(NC(=O)C2CCCC2)cc1
→ 13% | 1%
82	Cc1ccc(Cl)cc1NC(=O)C1CCN(c2nc3ccccc3n3cccc23)CC1
→ -6%[57.5 µM] | 6%
83	COc1cc(C(=O)OCC(=O)c2ccc(F)cc2F)cc(Cl)c1O
→ -5% | 4%
84	CCCCOc1ccc2c(C)c(CC)c(=O)oc2c1
→ -2% | -4%
85	Clc1ccc(NN=C2c3ccccc3-c3ccccc32)cc1
→ -4% | -6%
86	COc1cc(NS(=O)(=O)c2cccc(Cl)c2C)cc2sc(NC(=O)c3ccccc3)nc12
→ -9% | -4%
87	CCOc1ccccc1C(=O)Nc1ccc(S(=O)(=O)Nc2ncccn2)cc1
→ -3% | 8%
88	CC(Oc1ccc2ccc(=O)oc2c1)C(=O)NCCc1ccc(S(N)(=O)=O)cc1 (configuration not stated)
→ -4% | -13%
89	CC1(C)CC(NC(=O)CCNC(=O)c2ccc(C(C)(C)C)cc2)CC(C)(C)N1
→ -2% | 6%
90	Cc1ccc(SC(=O)COc2ccccc2Cl)cc1
→ 9% | 11%
91	Cc1ccccc1-n1cc(-c2ccccc2)nc1SCC(=O)Nc1ccc(F)cc1
→ -8% | -17%
92	O=C(c1ccc2c(c1)N(Cc1ccccc1)C(=O)c1ccccc1S2=O)N1CCC(Cc2ccccc2)CC1 (configuration not stated)
→ -15% | ?
93	COc1cccc(CNC(=O)c2cc(C3CC3)nc3onc(C)c23)c1
→ -1% | -1%
94	O=C(CSc1ncnc2ccccc12)Nc1ccc(F)cc1
→ -5% | 14%
95	Cc1ccc(NC(=O)CCS(=O)(=O)c2ccc(Br)s2)c(Br)c1
→ 37%[activator] | 15%
96	O=C1CCc2cc(S(=O)(=O)N(Cc3ccccc3)c3ccccc3)cc3c2N1CCC3
→ -8% | -13%
97	Cc1cccc(NC(=O)Cc2nc(-c3c[nH]c(C(=O)N4CCCC4)c3)cs2)c1
→ -8% | 42%[activator]
98	O=C(CSc1nc(-c2ccc(Cl)cc2)cs1)N1CCCc2ccccc21
→ -8% | -18%
99	COc1ccc(C2=C(C(C)=O)Sc3nnc(-c4ccccc4)n3N2C(C)=O)cc1
→ -5% | 53%
100	COc1ccc(-c2nc(C#N)c(NC(C)C)o2)cc1
→ -6% | -18%
101	N#Cc1ncn(CCC(=O)Nc2ccc(F)c(F)c2)n1
→ 5% | 14µM*
102	COc1ccccc1/C=C/c1nc(C#N)c(N2CCN(C)CC2)o1
→ -3% | -14%
103	CCCc1cc(=O)oc2c(C)c(OCC(=O)NCc3ccncc3)ccc12
→ 7% | -4%
104	Cc1cccc(-n2ncc(C(=O)N3CCN(c4ccc(C)cc4C)CC3)c2C2CCN(C(=O)OC(C)(C)C)CC2)c1
→ -3% | -17%
105	CC1C/C(=N/NC(=O)c2ccccc2)CC(C)(C)C1 (configuration not stated)
→ 5% | -3%

New compounds follow
Sequence of screens: UDG counterscr | AID inh
106	CCc1cccc(C)c1NC(=O)CSc1n[nH]c(-c2ccccc2)n1
→ -5% | 2%
107	Cc1cccc(NC(=O)CSc2nc3c([nH]c4ccccc43)c(=O)n2C)c1
→ 4%[57.5 µM] | -9%
108	O=C(NC1CCN(Cc2ccccc2)C1)c1ccccc1-c1ncc(-c2ccccc2)o1 (configuration not stated)
→ -8% | -9%
109	COc1ccc(NC(=O)C2(c3cccs3)CCOCC2)cc1Cl
→ ? | -4%
110	Cc1cc(C)cc(N(CC(=O)NCc2ccccc2Cl)S(=O)(=O)c2c(C)[nH]c(=O)[nH]c2=O)c1
→ 8%[57.5 µM] | 24%[57.5 µM]
111	CC1Cc2cc(S(=O)(=O)NCc3ccc(N(C)C)cc3)ccc2N1C(=O)C1CCC1 (configuration not stated)
→ ? | -14%
112	COc1cc(-c2nc3ccccn3c2Nc2ccccc2C)ccc1O
→ -3% | -2%
113	O=C(O)CSc1ccc(F)cc1
→ 5% | -4%

Three of the compounds above, with tabs:
#	Structure	UDG counterscr	AID inh
109	COc1ccc(NC(=O)C2(c3cccs3)CCOCC2)cc1Cl	?	-4%
110	Cc1cc(C)cc(N(CC(=O)NCc2ccccc2Cl)S(=O)(=O)c2c(C)[nH]c(=O)[nH]c2=O)c1	8%[57.5 µM]	24%[57.5 µM]
111	CC1Cc2cc(S(=O)(=O)NCc3ccc(N(C)C)cc3)ccc2N1C(=O)C1CCC1 (configuration not stated)	?	-14%
